Source: PubChem BioAssay (several laboratories)
IDE inh – inhibitors of human insulin-degrading enzyme in cells. P14735. HEK cells, FAbetaB cleavage, fluorescence polarization. inhibition, % at 5.59 µM. 320,000 tested, 0.41% active;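 active means percent inhibition above the average of all tested compounds plus 3 SD, set per screening campaign, cut at about 16% in these data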;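 further: IDE supplied by intact live HEK cells; FP after avidin binding of uncleaved biotin substrate so inhibition keeps polarization high; 0% = DMSO wells and 100% = 60 µM reference IDE inhibitor Ii1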
MEKK3 PB1 HTS – raises or lowers MEK5 binding to the human MEKK3 PB1 domain. Q99759. bead-based flow cytometry, Alexa488-MEK5 binding to MEKK3; actives lie on both sides; 0 = blocked by unlabeled MEK5, 100 = vehicle. binding response (% of control), % at 10 µM. 290,000 tested, 1.4% active. AID 1529;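 active means binding response more than 3 SD above or below the average of its plate-row segment, actives on both sides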;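 further: Alexa488 bead fluorescence after subtracting the streptavidin-only scavenger bead signal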
CHRM4 PAM – positive allosteric modulators of human muscarinic M4 receptor; P08173; CHO-K1 hM4/Gqi5, Fluo-8 calcium fluorescence, ACh EC20; 0% = ACh EC20, 100% = maximal ACh; activation, % at 3 µM; 360,000 tested, 0.4% active;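 active means activation above its plate's cutoff, the mean activation of sample wells plus 3 SD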; further: some results filed as inactive read as strong as hits
Target sequence (P08173 whole entry, looked up): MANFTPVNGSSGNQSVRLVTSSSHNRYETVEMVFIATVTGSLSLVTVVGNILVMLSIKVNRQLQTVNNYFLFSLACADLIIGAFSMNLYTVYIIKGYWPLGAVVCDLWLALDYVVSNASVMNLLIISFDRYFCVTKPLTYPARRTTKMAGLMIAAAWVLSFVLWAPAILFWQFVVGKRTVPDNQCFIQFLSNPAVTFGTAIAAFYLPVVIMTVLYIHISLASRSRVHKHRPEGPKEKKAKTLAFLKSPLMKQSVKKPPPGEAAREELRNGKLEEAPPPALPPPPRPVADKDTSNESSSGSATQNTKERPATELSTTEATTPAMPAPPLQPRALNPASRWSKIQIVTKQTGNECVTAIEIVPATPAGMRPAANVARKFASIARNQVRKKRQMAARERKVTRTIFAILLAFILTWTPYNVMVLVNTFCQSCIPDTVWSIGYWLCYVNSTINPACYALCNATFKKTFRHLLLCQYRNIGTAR
CRFR2-BP antag – blocks CRF-induced signaling of the CRF-BP/CRF-R2 complex; HEK293 CRF-R2/CRF-BP, CRF-induced calcium fluorescence; inhibition, % at 11.8 µM; 350,000 tested, 0.59% active; AID 588475;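 active means inhibition of the ligand-induced calcium signal above about 50% at the single tested concentration, limit read from the data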
GalR3 antag – blocks the human galanin receptor 3. HEK293 GalR3-CNG cAMP membrane potential fluorescence; galR3 body fused to GalR1 C-terminus. O60755. inhibition, % at 3 µM. 360,000 tested, 0.44% active;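 active means inhibition above the screen-wide average plus 3 SD, cut at about 13% in these data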;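 further: forskolin and galanin both at EC90 stimulate the cells; cAMP rise reported by CNG channel membrane potential dye signal; 0% = forskolin plus galanin with DMSO and 100% = forskolin alone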
Target sequence (O60755 1-299 limits assumed): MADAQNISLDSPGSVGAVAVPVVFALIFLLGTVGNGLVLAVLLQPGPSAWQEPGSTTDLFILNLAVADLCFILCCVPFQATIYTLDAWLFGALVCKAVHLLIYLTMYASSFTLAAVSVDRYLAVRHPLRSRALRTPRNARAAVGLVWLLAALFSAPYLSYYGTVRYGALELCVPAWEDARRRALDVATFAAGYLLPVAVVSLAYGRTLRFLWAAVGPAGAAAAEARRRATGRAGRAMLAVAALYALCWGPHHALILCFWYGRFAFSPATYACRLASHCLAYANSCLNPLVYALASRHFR
CRFR2-BP ag – CRF-BP/CRF-R2 complex agonism; HEK293 CRF-R2/CRF-BP, calcium dye fluorescence (FLIPR); percent of saturating CRF peptide response; activation, % at 13.2 µM; 350,000 tested, 0.46% active; AID 588473;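 active means activation of at least 50%, plus an integration ratio under a set limit after plate pattern correction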;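 further: plate controls were neutral control wells without compound for no effect and CRF at EC100 for full effect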
pCIP destab – p/CIP protein destabilization; AID 1984; Q05BA5; decrease of EGFP signal, % at 10 µM; 290,000 tested, 0.01% active; F442A p/CIP-EGFP cells, EGFP fluorescence, 16 h;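 active means EGFP signal decrease of at least 30% at 10 µM or well 3 SD below plate mean, unless failing retest; inactive means the rest, including hits failing retest or dose response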; further: some compounds called inactive have numbers as strong as hits; many of its hits are not listed in these tables
IDE cell activ – activators of human insulin-degrading enzyme in cells. P14735. HEK cells, FAbeta-B cleavage, fluorescence polarization; 0% vehicle, 100% cell-free pure enzyme wells. activation, % at 5.96 µM. 340,000 tested, 0.073% active. AID 493087;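 active means activation above the mean of all tested compounds plus 3 SD, set per screening campaign, cut at about 17% in these data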
PHOSPHO1 inh – PHOSPHO1 (human) inhibition; recombinant PHOSPHO1, absorbance phosphatase assay; AID 1565; 290,000 tested, 1.1% active; inhibition, % at 13.3 µM; Q8TCT1; in the data active means inhibition above about 60%
Target sequence (Q8TCT1 whole entry, looked up): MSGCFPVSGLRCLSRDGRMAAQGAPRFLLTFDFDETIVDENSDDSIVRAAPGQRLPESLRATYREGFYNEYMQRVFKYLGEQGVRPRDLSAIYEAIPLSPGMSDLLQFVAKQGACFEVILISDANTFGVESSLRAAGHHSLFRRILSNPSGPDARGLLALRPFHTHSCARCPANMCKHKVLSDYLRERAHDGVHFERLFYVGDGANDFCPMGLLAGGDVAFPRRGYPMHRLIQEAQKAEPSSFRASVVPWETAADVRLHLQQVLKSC
Starred values were filed as active, the others as inactive; x = not tested or not shown; [ ] = remark or other dose. Not a hit list (roughly 4.2% active in at least one column).

The first 2 records, ahead of the listing:
SMILES	IDE inh	MEKK3 PB1 HTS	CHRM4 PAM	CRFR2-BP antag	GalR3 antag	CRFR2-BP ag	pCIP destab	IDE cell activ	PHOSPHO1 inh
COc1ccc(N2CCN(CCNC(=O)Nc3ccc(C)cc3Cl)CC2)cc1	0	100	-2	14	-8	-6.5	5	3	38
CCCc1nc2nc(C)c(NS(=O)(=O)c3ccc(C4CCCCC4)cc3)c(=O)n2[nH]1	-5	102	1	-4	-10	0.5	-3	2	28

Results, from the start:
SMILES	IDE inh	MEKK3 PB1 HTS	CHRM4 PAM	CRFR2-BP antag	GalR3 antag	CRFR2-BP ag	pCIP destab	IDE cell activ	PHOSPHO1 inh
COc1ccc(N2CCN(CCNC(=O)Nc3ccc(C)cc3Cl)CC2)cc1	0	100	-2	14	-8	-6.5	5	3	38
CCCc1nc2nc(C)c(NS(=O)(=O)c3ccc(C4CCCCC4)cc3)c(=O)n2[nH]1	-5	102	1	-4	-10	0.5	-3	2	28
Nc1ccc(N2CCN(CCCCN3C(=O)C4CCCN4C3=O)CC2)cc1 (stereo unspecified)	4	109	-6	13	-2	0.0	-1	4	-5
CN(C(=O)CSc1nc(N)c2c3c(sc2n1)CSC(C)(C)C3)c1ccccc1	7	93	-3	-28	3	-4.0	-6	2	-6
COc1ccc(C(=O)Cc2cc(OC)c(OC)cc2[N+](=O)[O-])c(OC)c1	3	103	-8	25	-4	-0.4	0	-1	23
Cc1ccc(C(=O)N2CCN(c3ccc(NC(=O)c4cccs4)cc3)CC2)cc1	-1	99	8	-11	-4	0.3	-8	3	37
CCCOc1ccc(Cc2nn3c(=O)/c(=C/c4ccco4)sc3nc2=O)cc1	2	100	21	3	7	-1.4	-4	2	-69
CC(=O)N1CCC(=O)N(C(C)C)c2ccccc21	1	104	3	-2	3	-0.2	-4	5	44
Cc1ccccc1COc1ccc(/C=N/NC(=O)c2nnn(-c3nonc3N)c2CN2CCC(C)CC2)cc1	2	99	5	-5	2	5.1	0	-5	45
O=C(Oc1cccc(-n2cnnn2)c1)c1ccccc1	-5	100	-3	-4	-1	-0.6	-2	2	12
O=C(Cn1nc(C(=O)O)c2ccccc2c1=O)Nc1cc(Cl)ccc1-n1cncn1	5	x	7	2	-4	-0.2	x	2	x
COc1ccc(-c2csc3ncnc(N4CCN(c5cccc(OC)c5)CC4)c23)cc1	-2	102	0	34	-4	4.2	-2	-2	-32
COc1ccccc1C=NN=C(NN=Cc1ccccc1OC)NN=Cc1ccccc1OC	x	x	-1	-8	-6	-3.3	x	8	x
N#C/C(=C\c1ccc(O)c([N+](=O)[O-])c1)C(=O)NCc1ccccc1	-2	82	-16	10	-5	-4.7	4	-1	-7
COc1ccc(CC2NCCC3=CC(=O)CCC32)cc1O (stereo unspecified)	-3	105	4	-7	-4	1.1	x	1	x
CCN(CC)S(=O)(=O)c1ccc(S(=O)(=O)N2CCC(C(=O)NC3CCN(Cc4ccccc4)CC3)CC2)cc1	4	96	-1	-9	x	4.3	-8	9	27
Cc1occc1-c1nnc(SCC(=O)c2c(N)n(Cc3ccccc3)c(=O)n(C)c2=O)n1C	4	95	-2	8	6	-1.2	-7	1	48
O=C(c1ccc(-n2cnnn2)cc1)N1CCCCC1	2	108	14	1	2	-0.8	2	8	12
CC(C)(C)c1cc(-c2ccco2)c(C#N)c(SCC#N)n1	-1	105	-5	6	-1	9.1	-20	-6	10
O=C1CC(N2CCN(c3ccc(O)cc3)CC2)C(=O)N1Cc1cccs1 (stereo unspecified)	-1	102	-2	-2	4	0.6	-19	3	-10
CC(C)CN(C(=O)c1cccc(S(=O)(=O)N2CCN(c3ccc(F)cc3)CC2)c1)C1CCS(=O)(=O)C1 (stereo unspecified)	2	x	13	14	-3	3.0	x	4	x
Cc1ccc(S(=O)(=O)NC2CCCC(C(=O)O)C2)cc1 (stereo unspecified)	1	89	6	-14	-5	2.2	7	-1	49
CCCOC(=O)c1c(-c2ccc(OC)cc2)oc2ccc(-c3ccc(OC)nc3)cc12	0	104	12	-1	-3	-0.2	0	7	-2
CCOC(=O)c1cc2c(ccn2C)n1CC(=O)N1CCCC(C)C1 (stereo unspecified)	-6	106	1	-5	-4	-1.3	1	7	41
COc1ccc(NC(=O)c2cc(S(=O)(=O)N3CCCCC3)c[nH]2)cc1	4	100	8	3	3	0.5	-9	1	31
COc1ccc(/C=N/NC(=O)c2ccc(COc3cccc4cccnc34)cc2)cc1OC	7	97	-3	30	-5	-7.0	-1	-8	-6
Cc1cc(NC(=O)CSc2nnc(N)s2)c([N+](=O)[O-])cc1C	6	65*[inhibitor]	0	0	-4	-2.1	-1	-1	-23
O=C(c1cccc(S(=O)(=O)N2CCCC2)c1)N1CCN(c2ncccn2)CC1	1	91	13	2	5	-0.3	4	0	-6
COc1ccc2[nH]c(O)c(N=NC(=O)c3ccc(NS(=O)(=O)c4cccs4)cc3)c2c1	-4	x	1	-1	2	-1.3	x	6	x
CC(=O)Nc1ccc(NC(=O)CSCCc2ccccn2)cc1	3	97	0	5	-5	-2.0	-3	-6	15
Cc1nn(-c2ccccn2)c(N)c1N=O	-1	102	-5	0	2	0.3	15	2	12
Cc1cc(C)n(C(=O)CCCCCCCCC(=O)n2nc(C)cc2C)n1	-5	95	1	2	-2	-0.3	-6	-3	54
COc1ccc(NC(=O)C(=O)NCC(c2ccco2)N2CCc3ccccc3C2)cc1 (stereo unspecified)	-1	x	3	5	-7	0.7	x	3	x
Cc1ccc(CC(=O)Nc2ccc(S(=O)(=O)Nc3nccc(C)n3)cc2)cc1	3	101	8	-12	-1	1.6	-11	8	30
O=C(CNS(=O)(=O)c1ccc(F)cc1)N1CCCC1	1	x	1	-6	-1	-0.6	x	x	x
N/C(=N\OC(=O)C1CC1)c1ccc([N+](=O)[O-])s1	2	103	11	12	-6	-1.0	0	2	-1
CCOc1cc(C(=O)NCCCn2ccnc2)cc(OCC)c1OCC	3	100	6	-5	-3	2.1	-3	3	1
OC(COCC1COc2ccccc2O1)CN1CCN(c2ccccc2F)CC1 (stereo unspecified)	-1	99	1	-4	-3	2.5	4	4	2
CCc1ccccc1NC(=O)CN1CCN(C(=O)c2ccc(OCc3cn4ccccc4n3)cc2)CC1	x	x	3	17	4	-0.4	x	3	x
CCOC(=O)Cn1c(=O)oc2cc(S(=O)(=O)NC3CCCCC3)ccc21	-1	99	-9	-2	x	-1.9	-1	3	25
COc1ccc(S(=O)(=O)Nc2cccc3c2O[C@H](CN(C)C(=O)Nc2ccccc2)[C@@H](C)CN([C@H](C)CO)C3=O)cc1	0	x	-2	-16	-1	-1.5	x	5	x
CC(=O)N(CCc1ccccc1C)Cc1cc2cc(C)ccc2[nH]c1=O	x	104	-1	-23	-2	-0.1	4	6	8
Cc1ccc(C(=O)Nc2ccccc2-c2ccccc2)cc1S(=O)(=O)Nc1ccccc1	0	x	0	0	-8	0.4	x	4	x
CCOC(=O)NCC(C#CCN(CC)CC)N(CC)CC (stereo unspecified)	9	100	4	-5	3	1.2	22	7	11
COc1ccc(C(O)P(=O)(OC(C)C)OC(C)C)cc1OC (stereo unspecified)	-1	x	3	-17	1	4.8	x	-4	x
Cc1cccc(S(=O)(=O)c2c(N)n(/N=C/c3ccccc3)c3nc4ccccc4nc23)c1	-2	96	11	-13	-2	1.0	-7	2	-3
Cc1cc(C)nc(NS(=O)(=O)c2ccc(NC(=O)CSc3ncn[nH]3)cc2)n1	1	101	1	-5	-2	-0.9	-9	3	62*
COc1ccc(N(C(=O)c2snc(C(N)=O)c2N)C(C(=O)NC2CCCCC2)c2ccc(F)cc2)c(OC)c1 (stereo unspecified)	-5	99	-4	-8	0	0.3	-3	5	32
COc1ccc(CCN(C)CC(=O)Nc2cc(C)nc3ccccc23)cc1OC	-6	106	-8	30	-2	-0.6	-13	x	25
Cc1ccccc1OCC(=O)N/N=C/c1ccccn1	1	96	-4	19	-2	-1.7	-9	1	32

(continued)
SMILES	IDE inh	MEKK3 PB1 HTS	CHRM4 PAM	CRFR2-BP antag	GalR3 antag	CRFR2-BP ag	pCIP destab	IDE cell activ	PHOSPHO1 inh
Cc1cccc(C(=O)NCC(=O)N2CCN(c3ccccn3)CC2)c1	6	x	5	11	-4	-0.9	x	3	x
COc1cc2c(cc1NC(=O)Nc1cccc(C)c1)oc1ccccc12	4	106	2	-15	-2	-0.1	0	3	10
CC[C@@H]1CCCCc2ccccc2[C@H](C(=O)C[C@@H](O)CC(C)=O)OC1=O	-1	x	-3	4	-1	1.9	x	6	x
O=C(/C=C/c1ccco1)NCc1ccc2c(c1)OCO2	0	99	4	6	-5	-1.1	-1	2	51
Cc1ccc(C(C(=O)NC2CCCCC2)N(CCCN2CCOCC2)C(=O)c2snc(C(N)=O)c2N)cc1 (stereo unspecified)	-2	104	5	-1	-7	-0.5	-4	-3	36
C=CCc1cc(/C=N/NC(=O)CSc2nnc(CCCc3ccc(OC)cc3)o2)cc(OC)c1O	2	104	7	2	-1	1.5	-8	1	0
COc1cccc2sc3ccc(C#CC4(N)CCCCC4)cc3c(=O)c12	0	103	-2	-17	0	0.9	2	2	31
Cc1ccc(CCNC(=O)CN(c2ccc(C)cc2)S(=O)(=O)c2c(C)noc2C)cc1	1	101	1	0	-1	0.7	-2	2	12
O=C(Cn1nc(-c2ccccc2)c2ccccc2c1=O)Nc1ccc(O)cc1	1	102	0	1	14*	-0.6	-5	4	-15
COc1ccc(-c2nc(CN3CCCC(C(=O)NC4CCCC4)C3)c(C)o2)cc1 (stereo unspecified)	1	108	10	-13	1	-1.0	0	8	19
CN(C)c1ncc(S(=O)(=O)c2ccc(Cl)cc2)c(-c2ccccc2)n1	7	102	-6	2	-6	3.4	-10	-5	2
CCC(C)Nc1nc(N)c([N+](=O)[O-])c(NC2CCCCC2)n1 (stereo unspecified)	10	98	4	-58	-9	0.0	-26	-3	3
O=C(CN(Cc1ccco1)C(=O)c1cc(=O)[nH]c2ccccc12)Nc1ccccc1Br	7	91	-5	-43	0	2.1	-10	-5	-17
CCOc1ccc(S(=O)(=O)N(CC)CC)cc1NC(=O)c1ccc(N2CCCC2=O)cc1	1	98	3	-15	-2	1.3	-5	5	48
O=C(Nc1ccc(Cl)c(Cl)c1)N(Cc1cccnc1)Cc1ccco1	0	x	-20	-25	-1	1.2	0	3	28
COc1ccccc1CNC(=O)CN1C(=O)NC(C)(c2ccc(C)cc2)C1=O (stereo unspecified)	-2	98	0	-1	-11	1.2	3	5	-6
COc1cc(C2C(C#N)=C(C)NC(C)=C2C#N)cc(OC)c1OC	2	108	7	-6	-6	-1.5	-7	-1	-15
C#CCOCCOCCOCCNc1nc(N2CCN(C(=O)[C@H](CCCCN)n3cc([C@@H](N)CC(C)C)nn3)CC2)nc(N2CCN(C(=O)[C@H](Cc3ccc(O)cc3)n3cc([C@@H](N)CC(C)C)nn3)CC2)n1	7	109	x	-10	x	-0.5	-7	x	9
O=S(=O)(c1ccccc1Cl)N1CCCC1c1nc(-c2ccc(Cl)cc2)no1 (stereo unspecified)	3	106	-4	-3	-5	7.7	-7	6	2
O=C(CN1CCCCCC1)Nc1ccc(F)c(F)c1F	0	102	13	3	2	-0.8	-3	13	-60
CC(C)c1ccc(C(C)NC(=S)NC2CCCCC2)cc1 (stereo unspecified)	x	102	-11	-39	-4	5.2	-12	-3	38
Cc1sc2ncnc(OCC(=O)N3CC(=O)Nc4ccccc43)c2c1C	0	42*[inhibitor]	0	4	-5	-2.4	18	-3	0
COc1ccc(N(CC(=O)NCc2cccnc2)S(=O)(=O)c2c(C)nn(C)c2C)cc1	0	91	0	-11	x	2.5	-8	3	15
